Screening results as filed in PubChem.
SRC1 inh: SRC1 coactivator transcriptional activity inhibitors, primary screen, cell-based, luminescence. Nuclear receptor coactivator 1 (Homo sapiens), Q15788. HEK293 GAL4-SRC1 luciferase reporter. inhibition, % at 3.6 µM. 0.12% of 360,000 active;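 active means inhibition above the campaign mean plus 3 SD, with each screening campaign given its own cutoff, cut at about 60% in these data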;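 further: 0% = DMSO treated cells and 100% = gossypol at 36 µM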
Granule exo inh: LAMP-1 surface exposure blockers, TALL-104 cells – cell-based, flow cytometry, MLPCN library, primary screen; TALL-104 LAMP-1 surface exposure; cells stimulated with thapsigargin and PMA; inhibition, % at 10 µM; 0.66% of 360,000 active; AID 651702, 2012;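 active means inhibition above about 55%, limit read from the data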
COUP-TFII inh: NR2F2 transcriptional activity inhibitors, primary screen, cell-based, luciferase reporter, HEK293T, luminescence; COUP transcription factor 2 (Homo sapiens), P24468; HEK293T NGFI-A luciferase reporter; inhibition, % at 8.6 µM; 0.7% of 370,000 active;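 active means inhibition above a per-plate cutoff, mean inhibition of test wells between control levels plus 3 SD, cut at about 38% in these data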;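 further: cells cotransfected with COUP-TFII expression vector driving the NGFI-A reporter; 0% = median of COUP-TF2 test wells and 100% = reporter-only cells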
NOD2 RIPK2 PPI: NOD2-RIPK2 binding disruptors in cells, primary screen, fluorescence, CHO cells, BLA complementation; Receptor-interacting serine/threonine-protein kinase 2 (Homo sapiens), O43353; CCF4 ratio; inhibition, % at 4.98 µM; 0.38% of 360,000 active; in the data active means inhibition above about 21%;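 further: 0% = vehicle only and 100% = reference blocker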
SRC2 inh: inhibition of GAL4-SRC2 driven luciferase reporter, primary screen, SRC2 inhibitor project, cell-based, luminescence; Nuclear receptor coactivator 2 (Homo sapiens), Q15596; HEK293 GAL4-SRC2 luciferase reporter; inhibition, % at 9 µM; 0.17% of 370,000 active;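 active means inhibition above the mean inhibition of all tested compounds plus 3 SD, set per campaign, cut at about 52% in these data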;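 further: 0% = DMSO treated cells and 100% = cells given Gossypol at 36 µM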
TWEAK-Fn14 inh: inhibitors of TWEAK-Fn14 signaling, primary screen, luciferase reporter cells, uHTS; TWEAK-stimulated Fn14 reporter cells, luciferase luminescence, 8 h; inhibition, % at 10 µM; 2% of 360,000 active; AID 1159606, 2016; in the data active means inhibition above about 50%
SRC3 inh: SRC3 coactivator transcriptional activity inhibitors, primary screen, cell-based, luminescence. Nuclear receptor coactivator 3 (Homo sapiens), Q9Y6Q9. HEK293 GAL4-SRC3 luciferase reporter. inhibition, % at 3.6 µM. 0.17% of 360,000 active. AID 588352, 2011;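 active means inhibition above a per-campaign cutoff, the mean of all compounds plus 3 SD, cut at about 60% in these data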;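 further: 0% = DMSO-treated cells and 100% = gossypol-treated cells at 36 µM; higher means less SRC3-driven luciferase light from the GAL4 reporter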
LRH-1 inv ag: LRH-1 (NR5A2) inverse agonists, primary screen, cell-based, luminescence, HEK293T, StAR-luciferase reporter; AID 602396, 2012; Nuclear receptor subfamily 5 group A member 2 (Homo sapiens), O00482; 0.13% of 360,000 active; LRH-1 transfected, 24 h; inhibition, % at 3.6 µM;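 active means inhibition above the mean inhibition of all tested compounds plus 3 SD, cut at about 73% in these data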;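 further: 0% = DMSO wells and 100% = reporter-only cells lacking LRH-1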
TLR9-MyD88 inh: inhibitors of TLR9-MyD88 association in cells, primary screen, cell-based, CHO, BLA complementation, fluorescence. inhibition, % at 4.98 µM. CCF4 FRET ratio. AID 504734, 2011. Toll-like receptor 9 (Homo sapiens) + Myeloid differentiation primary response protein …. 0.21% of 340,000 active;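 active means inhibition above the mean over all tested compounds plus 3 SD, cut at about 21% in these data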;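 further: 0% = DMSO only wells and 100% = clavulanate BLA inhibitor control wells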
TROY signal inh: inhibitors of TROY-driven NF-kB signaling, primary screen, Q293 LMP1-TROYcd cells, NF-kB luciferase, uHTS; AID 1347056, 2019; inhibition, % at 10 µM; 0.98% of 360,000 active; Q293 LMP1-TROYcd NF-kB luciferase reporter, 4 h;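 active means compounds whose plate-normalised and pattern-corrected inhibition of the luciferase reporter signal at the single screening dose is 50% or more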
ABHD5 PLIN5 PPI: ABHD5-PLIN5 interaction inhibitors, primary screen, cell lysate, split luciferase complementation, luminescence; Perilipin-5 (Homo sapiens) + 1-acylglycerol-3-phosphate O-acyltransferase ABHD5 (Homo …; Split G. princeps luciferase complementation, 4 h; inhibition, % at 4 µM; 0.78% of 360,000 active;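 active means inhibition above the mean inhibition across every tested compound plus 3 SD, cut at about 22% in these data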;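 further: 0% = DMSO only wells and the 100% control is not disclosed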
Target sequence (Q00G26 whole entry, looked up): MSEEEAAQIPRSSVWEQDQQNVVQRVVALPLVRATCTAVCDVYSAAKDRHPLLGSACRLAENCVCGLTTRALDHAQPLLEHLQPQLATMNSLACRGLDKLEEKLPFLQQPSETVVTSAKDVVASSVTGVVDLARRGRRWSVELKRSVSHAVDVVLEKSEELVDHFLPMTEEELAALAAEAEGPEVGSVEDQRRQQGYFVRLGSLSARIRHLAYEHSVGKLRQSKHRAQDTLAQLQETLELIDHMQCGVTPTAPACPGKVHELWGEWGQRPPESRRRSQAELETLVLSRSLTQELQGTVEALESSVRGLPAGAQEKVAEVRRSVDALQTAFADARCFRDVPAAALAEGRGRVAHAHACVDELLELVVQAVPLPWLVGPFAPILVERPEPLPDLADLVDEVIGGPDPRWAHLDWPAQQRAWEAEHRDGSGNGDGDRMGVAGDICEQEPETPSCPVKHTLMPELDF
Target sequence (Q8WTS1 whole entry, looked up): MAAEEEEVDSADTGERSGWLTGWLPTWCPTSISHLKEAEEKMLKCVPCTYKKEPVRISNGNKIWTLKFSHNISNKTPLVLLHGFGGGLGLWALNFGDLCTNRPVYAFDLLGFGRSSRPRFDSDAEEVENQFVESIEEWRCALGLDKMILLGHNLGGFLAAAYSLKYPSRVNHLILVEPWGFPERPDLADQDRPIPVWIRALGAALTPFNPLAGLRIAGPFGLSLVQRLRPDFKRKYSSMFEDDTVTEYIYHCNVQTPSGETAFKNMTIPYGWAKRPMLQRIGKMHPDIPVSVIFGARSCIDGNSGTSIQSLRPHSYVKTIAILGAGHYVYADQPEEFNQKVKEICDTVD
An asterisk follows results filed as active; . = no result given. Only part of the results is shown; count on the stated rates, not on these rows.

Order of results – SRC1 inh	Granule exo inh	COUP-TFII inh	NOD2 RIPK2 PPI	SRC2 inh	TWEAK-Fn14 inh	SRC3 inh	LRH-1 inv ag	TLR9-MyD88 inh	TROY signal inh	ABHD5 PLIN5 PPI
CCc1cccc(C)c1NC(=O)Cn1nc(C)n2cccc2c1=O
→ -8	-2	1	4	-9	-1	28	-9	-17	18	-3
CNC(=O)c1cc(Nc2nnc(-c3ccc(O)cc3)c3ccccc23)ccc1OC
→ -7	-1	-10	-3	-8	1	8	-25	-14	-19	6
Cc1ccnc(NS(=O)(=O)c2ccc(NC(=O)CN3C(=O)CCC3=O)cc2)n1
→ -7	1	20	-10	-4	4	10	3	-1	-9	2
C=CCn1c(=O)c2ccccc2n2c(Sc3nnnn3-c3ccccc3)nnc12
→ -16	1	7	-6	-6	34	-2	10	3	1	5
Cc1cc(C)c2c(N)c(C(=O)c3ccccc3)oc2n1
→ 5	-2	-4	3	-22	-10	-2	-4	1	4	-1
Oc1ccccc1OCCOc1ccccc1OCCOc1ccccc1O
→ -12	18	10	2	19	24	-8	-13	-7	19	-2
Brc1cccc(CNCc2ccncc2)c1
→ -13	5	3	7	-29	-6	7	31	-5	1	3
Cc1cccc(NC(=O)CC2(CC(=O)O)CCCC2)c1
→ -13	2	13	-2	2	-21	6	-7	1	-11	3
COc1ccc(NS(=O)(=O)c2cc(NC(=O)c3cnccn3)ccc2OC)cc1Br
→ 10	19	-5	8	21	39	7	5	-4	16	5
CCOC(=O)c1ccc(Nc2cc3ccccc3c(=O)[nH]2)cc1
→ -49	9	-15	-1	-11	-26	-3	1	1	-20	-12
COC(=O)c1ccc(N)c(CS(=O)(=O)c2ccc(Cl)cc2)c1
→ 6	30	7	4	-6	16	15	14	-2	20	-4
CCN(CC)c1ccc(NC(=O)CN2CCN(c3nc(C)cc(C)n3)CC2)cc1
→ -6	-3	9	0	4	-17	22	40	0	2	-6
Nc1c([N+](=O)[O-])cc(-c2cnc[nH]2)cc1[N+](=O)[O-]
→ 19	0	8	-3	-29	-16	7	-2	-7	1	7
CC(=O)OC1C2CCC1C([N+]1(C)CCCCC1)CC2 (stereo not given)
→ 16	-3	0	5	-6	10	18	-15	-11	8	1
O=C(O)[C@@H]1CCCN1S(=O)(=O)c1cccc(S(=O)(=O)N2CCC[C@H]2C(=O)O)c1
→ -14	-7	13	-6	-14	-4	-1	6	-3	-8	5
CCCCC(=O)Nc1cccc(NC(=O)CC)c1
→ 15	-2	-3	4	-52	-6	-4	7	3	-8	2
Cc1ccc(NC(=O)CSc2nccn2C)cc1S(=O)(=O)N1CCOCC1
→ -21	0	6	2	-7	-13	15	10	-3	8	3
CC(C)CCNC(=O)c1cccc(S(=O)(=O)N2CCc3ccccc32)c1
→ 7	-2	23	-2	28	27	16	-4	-2	4	-2
Cc1cccc(NC(=O)c2cc3n(n2)C(C(F)(F)F)CC(C2CC2)N3)c1C (stereo not given)
→ -1	-2	12	2	-10	-2	-9	-6	2	-8	-3
O=C(Cc1ccc(Cl)cc1)NNC(=S)NC(=O)c1cccnc1
→ -6	0	2	9	-10	-23	-15	13	5	2	-9

Structural class, the compounds so far with an aryl thioether with sulfur outside any ring (two)
Order of results – SRC1 inh	Granule exo inh	COUP-TFII inh	NOD2 RIPK2 PPI	SRC2 inh	TWEAK-Fn14 inh	SRC3 inh	LRH-1 inv ag	TLR9-MyD88 inh	TROY signal inh	ABHD5 PLIN5 PPI
C=CCn1c(=O)c2ccccc2n2c(Sc3nnnn3-c3ccccc3)nnc12
→ -16	1	7	-6	-6	34	-2	10	3	1	5
Cc1ccc(NC(=O)CSc2nccn2C)cc1S(=O)(=O)N1CCOCC1
→ -21	0	6	2	-7	-13	15	10	-3	8	3

A draw from above in order of SMILES length, falling.
Order of results – SRC1 inh	Granule exo inh	COUP-TFII inh	NOD2 RIPK2 PPI	SRC2 inh	TWEAK-Fn14 inh	SRC3 inh	LRH-1 inv ag	TLR9-MyD88 inh	TROY signal inh	ABHD5 PLIN5 PPI
O=C(O)[C@@H]1CCCN1S(=O)(=O)c1cccc(S(=O)(=O)N2CCC[C@H]2C(=O)O)c1
→ -14	-7	13	-6	-14	-4	-1	6	-3	-8	5
O=C(Cc1ccc(Cl)cc1)NNC(=S)NC(=O)c1cccnc1
→ -6	0	2	9	-10	-23	-15	13	5	2	-9
CCc1cccc(C)c1NC(=O)Cn1nc(C)n2cccc2c1=O
→ -8	-2	1	4	-9	-1	28	-9	-17	18	-3

(next part)
Order of results – SRC1 inh	Granule exo inh	COUP-TFII inh	NOD2 RIPK2 PPI	SRC2 inh	TWEAK-Fn14 inh	SRC3 inh	LRH-1 inv ag	TLR9-MyD88 inh	TROY signal inh	ABHD5 PLIN5 PPI
O=C(COc1ccc2ccc(=O)oc2c1)Nc1c(Cl)cccc1C(F)(F)F
→ 0	5	-15	-2	-3	-30	8	16	4	-14	3
COc1cccc(N2CC(=O)N(NC(=O)CSc3nc(C)cc(C)c3C#N)CC2=O)c1
→ 3	0	17	2	-27	4	11	8	-13	-9	-1
COC(=O)c1c(NC(=O)Cc2cccs2)sc(C(=O)N2CCCCC2)c1C
→ -9	28	8	4	10	-9	2	-20	8	-4	6
CN(C1CCS(=O)(=O)C1)S(=O)(=O)c1ccccc1 (stereo not given)
→ 1	-4	4	-2	12	-1	-11	-1	-12	-6	7
CC(C)C[C@@H](CN)NC(=O)c1nc[nH]c1C(=O)N[C@@H](C)C(=O)CNC[C@H](C)NC(=O)c1nc[nH]c1C(=O)N[C@@H](C)C(=O)O
→ -10	2	-2	4	15	1	-5	11	-5	-5	-2
CC(C)C[C@H](NC(=O)c1nc[nH]c1C(=O)NC1CCNCC1)C(=O)OCc1ccccc1
→ 0	-1	-2	6	24	2	-11	-4	-1	4	-8
COc1ccc2c(c1)CCc1c(C(=O)Nc3c(C)n(C)n(-c4ccccc4)c3=O)noc1-2
→ -18	-3	-7	1	-20	10	-4	-28	-1	-21	-2
CCOC(=O)/C(C#N)=N/Nc1ccccc1OC
→ -16	-3	6	-11	-55	-43	-22	2	-1	-68	2
O=C(/C=C/c1cccc([N+](=O)[O-])c1)OCC(=O)N1CCOCC1
→ -6	0	-2	-1	-24	-8	-13	-4	-8	-5	6
CCOC(=O)C(C)N1N=C(/C=C/c2ccc(C)cc2)CCC1=O (stereo not given)
→ 4	3	4	-1	-33	-2	14	-18	0	-17	-4
COc1cc(CN2CCN(S(=O)(=O)c3ccccc3)CC2)cc(OC)c1OC
→ -20	-4	6	9	-3	7	-15	-10	-12	-3	2
Cc1ccc(S(=O)(=O)Nc2ccc(C(=O)N3CCCC3)cc2)c(C)c1NS(C)(=O)=O
→ 4	-8	-20	-6	7	23	0	-11	8	-3	-2
COc1ccc(N2CCN(C(=O)Cc3ccc(C)cc3)CC2)cc1
→ -8	18	8	-4	2	10	-4	10	-4	-3	-1
COc1ccc(NC(=O)N2CCCC(C(=O)NCCc3ccccc3)C2)cc1 (stereo not given)
→ -24	-6	-24	-13	-19	9	-15	-7	2	-6	-2
CC(C)(C)C(=O)N1CCN(c2ccc([N+](=O)[O-])c(NCc3cccnc3)c2)CC1
→ 14	-1	9	8	-26	3	13	20	12	4	3
CCSc1nc2c(c(=O)[nH]c(=O)n2C)n1C
→ -6	-2	-9	-4	-5	3	11	10	2	5	1
Cc1onc(-c2ccccc2)c1C(=O)NCc1cccs1
→ -12	-1	-10	1	13	7	14	3	1	4	-2
CCc1cc2c(=O)c(-c3cscn3)coc2c(CN(C)C)c1O
→ 1	-2	-11	-7	11	-63	1	-10	10	66*	4
Cc1c(C)c2c(OCC(=O)N3CCC(C(=O)O)CC3)cc3c(c2oc1=O)CCC(C)(C)O3
→ 4	11	.	-13	.	1	19	16	1	-11	2
COCCNc1nc(N)c([N+](=O)[O-])c(N2CCCCCC2)n1
→ 14	-6	3	4	-27	13	-15	0	-6	-13	11
CC(C)N(CCNC(=O)c1ccc(CS(=O)(=O)c2c(Cl)cccc2Cl)o1)Cc1ccccc1
→ -10	4	11	-5	-9	-3	2	-7	-5	-1	1
Cc1ccc(NC(=O)Cn2nc(C(F)(F)F)c3c2CCC3)cc1
→ -10	-2	16	8	-26	-5	14	-18	1	3	-9
CCC1CCCCN1CCCNC(=O)CSc1nc2nc(C)c(Cc3ccc(C)cc3)c(C)n2n1 (stereo not given)
→ 1	14	-3	-3	7	-3	13	1	2	-11	-1

Filtered by structure: the compounds so far containing a CF3 group
Order of results – SRC1 inh	Granule exo inh	COUP-TFII inh	NOD2 RIPK2 PPI	SRC2 inh	TWEAK-Fn14 inh	SRC3 inh	LRH-1 inv ag	TLR9-MyD88 inh	TROY signal inh	ABHD5 PLIN5 PPI
Cc1cccc(NC(=O)c2cc3n(n2)C(C(F)(F)F)CC(C2CC2)N3)c1C (stereo not given)
→ -1	-2	12	2	-10	-2	-9	-6	2	-8	-3
O=C(COc1ccc2ccc(=O)oc2c1)Nc1c(Cl)cccc1C(F)(F)F
→ 0	5	-15	-2	-3	-30	8	16	4	-14	3
Cc1ccc(NC(=O)Cn2nc(C(F)(F)F)c3c2CCC3)cc1
→ -10	-2	16	8	-26	-5	14	-18	1	3	-9
